High-throughput results: PubChem, PCMD
FXIa single inh: inhibitors of human coagulation factor XIa; P03951; purified human FXIa, fluorogenic AMC substrate cleavage; inhibition, % at 10 µM; actives 0.3% (n = 33,000); AID 687;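 active = inhibition above 40% in the primary screen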;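 note: 0% = enzyme without compound and 100% = blank wells lacking enzyme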
Target sequence (P03951 19-387 limits assumed): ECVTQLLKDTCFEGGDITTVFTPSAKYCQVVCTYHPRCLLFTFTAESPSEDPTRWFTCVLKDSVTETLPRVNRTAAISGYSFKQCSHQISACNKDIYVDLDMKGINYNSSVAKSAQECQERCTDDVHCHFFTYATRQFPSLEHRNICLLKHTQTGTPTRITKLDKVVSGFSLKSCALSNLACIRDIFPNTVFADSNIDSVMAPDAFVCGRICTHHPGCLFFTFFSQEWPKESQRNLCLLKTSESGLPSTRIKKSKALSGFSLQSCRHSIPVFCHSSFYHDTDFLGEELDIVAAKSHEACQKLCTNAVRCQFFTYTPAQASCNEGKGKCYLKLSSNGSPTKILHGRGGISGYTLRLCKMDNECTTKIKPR
Target sequence (P03951 388-625 limits assumed): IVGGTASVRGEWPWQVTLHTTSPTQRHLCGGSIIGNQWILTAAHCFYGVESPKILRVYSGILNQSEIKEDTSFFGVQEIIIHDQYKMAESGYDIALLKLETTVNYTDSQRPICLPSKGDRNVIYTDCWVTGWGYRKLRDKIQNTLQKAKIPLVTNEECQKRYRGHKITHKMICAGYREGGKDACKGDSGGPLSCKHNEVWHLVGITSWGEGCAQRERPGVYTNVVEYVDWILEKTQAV
FXIIa single: inhibitors of human coagulation factor XIIa; purified human FXIIa, AMC substrate fluorescence, 2 h; P00748; actives 0.2% (n = 33,000); AID 701; inhibition, % at 10 µM; in the data active = inhibition above about 30%;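 note: 0% = enzyme with vehicle only and 100% = no enzyme blank; many of its hits are not listed in these tables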
The depositor's hits bear a star. These rows are one share of the data (hit frequency here may not be typical).

Each structure is followed by: FXIa single inh | FXIIa single
1: Cc1nc(CC(=O)N2CCN(c3cccc(C)c3C)CC2)cs1
  9 | 2
2: N#Cc1cnn2c(-c3ccccc3)ccnc12
  -3 | -4
3: O=C(Nc1cccnc1)c1ccco1
  -1 | 10
4: COc1ccc(OC)c2sc(NC(=O)c3ccc(Br)s3)nc12
  7 | 4
5: CCCOc1ccc(-c2nc(OC)c3ccccc3n2)cc1
  -13 | 3
6: C=CCNc1sc(C(=O)c2ccc(C)cc2)c(N)c1C#N
  1 | 2
7: COc1ccccc1NC(=O)C1=C(C)Nc2nnnn2C1c1ccccn1 (stereo unspecified)
  -1 | -2
8: O=C(O)c1ccc(Sc2nnc(-c3cccc(Br)c3)o2)c([N+](=O)[O-])c1
  0 | -1
9: COc1cc2c(cc1OC)C(=S)NC(C)(C)C2
  3 | 14
10: Nc1cccc(Nc2nc(OC(C(F)(F)F)C(F)(F)F)nc(OC(C(F)(F)F)C(F)(F)F)n2)c1
  0 | 4
11: CCCCOC(=O)c1cc(C)nc2ccc(Br)cc12
  -6 | 7
12: Cc1onc(-c2ccccc2)c1C(=O)Nc1ccon1
  -1 | 5
13: CCOC(=O)c1ccc(NC(=O)C2=C(C)Nc3nc(CCCO)nn3C2c2cccc(C)c2)cc1 (stereo unspecified)
  6 | 6
14: CCCCC(=O)Nc1ccc(C(=O)N2CCN(c3ccccc3OC)CC2)cc1
  -1 | 3
15: CN(CC(=O)Nc1nc2ccccc2s1)S(=O)(=O)c1ccc(Br)cc1
  -4 | 11
16: CCCn1nnnc1NCc1ccc(N2CCCC2)cc1
  -1 | 4
17: COc1ccc(C2=Nn3c(nnc3-c3ccncc3)SC2)cc1
  -4 | -1
18: Cc1ccccc1OCC(=O)Nc1cccc2nsnc12
  -1 | -3
19: COCCCNS(=O)(=O)c1ccc2c(c1)CCN2C(C)=O
  9 | 6
20: Cc1c(/C(O)=C2/C(=O)C(=O)N(CCN3CCOCC3)C2c2cccnc2)cnn1-c1ccccc1 (stereo unspecified)
  4 | 6
21: CCc1nc(SCC(=O)N2CCc3ccccc32)c2oc3ccccc3c2n1
  1 | 5
22: O=C(NCCN1CCCCC1)Nc1ccccc1
  -1 | 3
23: CC1=CC(C)(C)Nc2ccc(OC(=O)CN3C(=O)C4CCCCC4C3=O)cc21 (stereo unspecified)
  2 | 1
24: c1ccc2oc(-c3ccc(Nc4nc(N5CCCCC5)nc(N5CCOCC5)n4)cc3)nc2c1
  -4 | -10
25: CCCn1c(CCc2ccccc2)nnc1SCC(=O)N1CCCC1
  -1 | 0
26: COC(=O)C1CCN(C(=O)/C=C/c2ccc(OC)cc2)CC1
  -3 | 8
27: CC1=C(C(=O)c2ccccc2)C(c2cn(-c3ccccc3)nc2-c2ccc(Cl)cc2)NC(=S)N1 (stereo unspecified)
  -12 | 12
28: CCOc1ccccc1NC(=O)Cc1ccccc1OC
  1 | 7
29: CCCCNC(=O)C1CCCN(S(=O)(=O)c2ccc(S(=O)(=O)NCC(C)C)cc2)C1 (stereo unspecified)
  -6 | 0
30: CCOc1cc(C#N)c(NC(=O)c2cccnc2Cl)cc1OCC
  5 | 7

Some of these compounds in order of the FXIa single inh value, falling.
# | molecule | FXIa single inh | FXIIa single
19 | COCCCNS(=O)(=O)c1ccc2c(c1)CCN2C(C)=O | 9 | 6
28 | CCOc1ccccc1NC(=O)Cc1ccccc1OC | 1 | 7
16 | CCCn1nnnc1NCc1ccc(N2CCCC2)cc1 | -1 | 4
26 | COC(=O)C1CCN(C(=O)/C=C/c2ccc(OC)cc2)CC1 | -3 | 8

Continuation:
Each structure is followed by: FXIa single inh | FXIIa single
31: Cc1nc2cc(-c3ccsc3-n3c(C)ccc3C)[nH]n2c(=O)c1Cl
  0 | 0
32: Cc1ccc(S(=O)(=O)N2CC3(C)CN(S(=O)(=O)c4ccc(C)cc4)CC(C)(C2)C3O)cc1 (stereo unspecified)
  2 | -11
33: CC1=CC(C)(C)N(C(=O)C(C)N2C(=O)c3ccccc3C2=O)c2ccc(C)cc21 (stereo unspecified)
  15 | -11
34: O=C(N/N=C/c1ccc([N+](=O)[O-])s1)c1ccccc1Br
  -10 | -8
35: COc1ccc(NC(=O)C(C)N2c3cccc4cccc(c34)S2(=O)=O)cc1 (stereo unspecified)
  0 | -4
36: CCOc1ccc(CCNC(=O)c2cc3sccc3n2CC)cc1OCC
  13 | 5
37: Cc1nnc(SC(C)C(=O)Nc2ccc(S(=O)(=O)NC3CCCCC3)cc2)s1 (stereo unspecified)
  0 | -14
38: Cc1nc(-c2ccc(C(=O)N3CCOCC3)cc2)cs1
  3 | -17
39: Fc1ccc2nc(-c3ccccc3)nc(SCc3nnc(-c4ccccc4)o3)c2c1
  -1 | -12
40: CCn1cc(C(=O)N2CCCc3ccccc32)c2cc(OC)c(OC)cc2c1=O
  -2 | -9
41: CC(C)(C)C(=O)NCCn1ccc2ccccc21
  1 | 8
42: N=c1sccn1CC(=O)Nc1ccccc1Oc1ccccc1
  -7 | 6
43: O=C(O)CCC(=O)Nc1nnc(C(F)(F)F)s1
  -5 | -2
44: CN(C)CCC=C1c2ccccc2CCc2ccccc21
  4 | 4
45: COc1cc(-c2cn[nH]c2N)cc(OC)c1OC
  7 | 4
46: CC(=O)c1c(C(C)=O)c(C)n(NC(=O)c2ccc(Cl)cc2)c1C
  -6 | -2
47: CCOC(=O)CCCn1c(C)nc(=O)c(-c2ccccc2)c1C
  4 | 8
48: Brc1c(NC2=NCCN2)ccc2nccnc12
  -2 | 2
49: S=C(Nc1ccc2c(c1)OCO2)NC1CCN(Cc2ccccc2)CC1
  -14 | 2
50: CCOc1cc(-n2nc(C)c(C#N)c2N)nc(SC)n1
  -4 | 4
51: CCCCCCC(=O)N(O)C1CC(=O)N(c2ccc(C)cc2)C1=O (stereo unspecified)
  26 | -13
52: CC(C)NC(=O)CC(c1ccccc1)c1cc(Br)ccc1O (stereo unspecified)
  0 | 0
53: Cc1cc(N2CCN(C(=O)c3ccco3)CC2)n2nc(-c3cccc(Cl)c3)cc2n1
  0 | 3
54: CC1CCN(C(=O)COC(=O)[C@H](C)NS(=O)(=O)/C=C/c2ccccc2)CC1
  6 | 5
55: CCC(NC(=O)NC1=NCCS1)(C(F)(F)F)C(F)(F)F
  -2 | -15
56: CCOc1ccc(-n2c(SCC(=O)NCc3ccco3)nc3c(c2=O)SCC3)cc1
  7 | 9
57: Cc1ccccc1-c1nc2sc3c(c2c(=O)n1N)CCCC3
  -12 | 5
58: CCOC(=O)c1cnc2nc(C(F)(F)F)[nH]n2c1=O
  1 | 5
59: Cc1nn(C(C)CC(=O)O)c(C)c1Br (stereo unspecified)
  -3 | 1
60: CCOc1ccc(OCCN(C)Cc2ccccc2)cc1
  -4 | -2

The results go on:
no.	molecule	FXIa single inh	FXIIa single
61	S=c1[nH]nc(COc2ccc(Cl)cc2)n1C1CCCCC1	-4	4
62	O=Cc1ccc(N2CCCC2)c(F)c1	4	5
63	Cc1ccc(-n2c(C)c3c(C)nnc(C)c3c2C)cc1C	-1	5
64	CC(=O)Nc1ccc(NC(=O)C(F)(F)F)cc1	-1	8
65	Cc1cc(=O)[nH]c(SCC(=O)N2CCc3ccccc3C2)n1	0	15
66	c1ccc(CSc2nnc(-c3cccnc3)o2)cc1	4	6
67	CCCS(=O)(=O)N1CCN(S(=O)(=O)c2ccc(F)cc2)CC1	-2	3
68	COc1ccccc1C=NC(CO)C(O)c1ccc([N+](=O)[O-])cc1 (stereo unspecified)	-13	-15
69	CC(C)(C)C1CCc2c(sc(NC(=O)c3cccs3)c2C(=O)N2CCCCC2)C1 (stereo unspecified)	-2	-2
70	CNc1oc(Cc2ccccc2)nc1S(=O)(=O)c1ccccc1	11	4
71	COc1ccc(N2CCN(C(=O)CN(C)S(=O)(=O)c3cnc[nH]3)CC2)cc1	-6	0
72	COCC(=O)Nc1ccccc1C(=O)NC(C)C	-4	4
73	O=C(OCc1ccc(F)cc1Cl)c1ccccn1	1	-10
74	c1ccc(CNCc2ccc3c(c2)OCO3)nc1	-3	-1
75	C=CCN1C(=O)CN=C1Nc1cccc(C)c1	-1	3
76	COc1ccc(N2CCC(CNS(=O)(=O)c3cccc(C(F)(F)F)c3)C2)cc1 (stereo unspecified)	2	6
77	CCCCCCn1c(=O)c(-c2ccccc2)c(O)c2ccccc21	9	6
78	Cc1ccc(OCCCC(=O)N2CCOCC2)cc1	-17	3
79	COc1ccc(NC(=O)c2cc3c(-c4ccc(OC)c(OC)c4)nn(C)c3s2)cc1OC	4	4
80	CCN(CC)C(=O)C(Sc1ccccc1)c1ccccc1 (stereo unspecified)	0	7
81	CCCNS(=O)(=O)c1ccc(OC)c(Cl)c1Cl	17	-5
82	COc1ccc(-n2c(SCC(=O)NC3CCCCC3)nc3ccsc3c2=O)cc1	2	6
83	CCOc1ccc(C2Nc3cccc4cccc(c34)N2)cc1OC	6	4
84	Cc1nn(Cc2ccccc2)c(C)c1NC(=O)c1noc2c1CCc1ccccc1-2	8	13
85	Cc1cc(C)n(-c2ccc(C(=O)OCC(=O)Nc3ccc(Cl)c(S(=O)(=O)N(C)C)c3)cc2)n1	-2	-4
86	Oc1ccc(-c2nc3ccccn3c2NCc2ccco2)cc1	-1	-7
87	CS(=O)(=O)Nc1ccccc1C(=O)N1CCN(c2ccccc2)CC1	-2	8
88	O=C(Nc1cccc(C(=O)N2CCCCCC2)c1)c1ccco1	-2	4
89	Fc1ccccc1CSc1nc2ccccc2[nH]1	3	4
90	CC1(C)CC(=O)C2=C(C1)N(Cc1ccccc1)C(=O)C2(NC(=O)C(C)(C)C)C(F)(F)F (stereo unspecified)	-8	2
91	COc1ccc(C(=O)Cn2c3ccccc3n3nc(CCC(=O)O)c(=O)nc23)cc1OC	29	-12
92	Cc1ccnc(SCC(=O)N2CCN(C(c3ccccc3)c3ccccc3)CC2)n1	7	2
93	COc1ccc(N=Cc2ccc[nH]2)cc1	7	8
94	CN(C)S(=O)(=O)c1ccc(C(=O)OCn2nnc3ccccc3c2=O)cc1	10	6
95	O=C(Nc1ccc(N2CCCC2)cc1)C(Cl)c1ccccc1 (stereo unspecified)	2	6
96	C=CCNC(=O)COc1ccc(S(=O)(=O)NC2CCCCC2)cc1	-4	5
97	CCn1c(SCC(=O)Nc2cc(NC(C)=O)ccc2OC)nnc1-c1cccnc1	-3	5
98	CNc1nc(-c2ccccc2)nc(-c2ccccc2)c1C#N	2	6
99	CCN(CC)c1ccc(Nc2nc(N3CCOCC3)c3ccccc3n2)cc1	2	-3
100	CCCCOc1ccc(C(=O)Nc2ccc(N3CCN(C(C)=O)CC3)cc2)cc1	-3	2

Looked up above:
no. 91 in FXIa single inh is listed with 29
no. 98 in FXIIa single is listed with 6
no. 90 in FXIa single inh is listed with -8
no. 82 in FXIa single inh is listed with 2

(further entries)
no.	molecule	FXIa single inh	FXIIa single
101	COc1ccccc1-n1cnnc1SCC(=O)NCc1cccs1	3	3
102	O=C(NCCN1CCCCC1)c1ccco1	-1	-1
103	COc1cccc(/C(O)=C2/C(=O)C(=O)N(Cc3ccco3)C2c2ccncc2)c1 (stereo unspecified)	7	10
104	CC(C)N(C(=O)CSc1nnc(Cn2nnc3ccccc32)n1C)C(C)C	2	0
105	CN(CC(=O)N1CCN(c2ccccn2)CC1)S(=O)(=O)c1cccc2nsnc12	-4	12
106	Cc1c(NC(=O)c2ccc(Cl)c(S(=O)(=O)N3CCOCC3)c2)c(=O)n(-c2ccccc2)n1C	-2	9
107	N#Cc1c(NC(=O)c2ccc(Cn3cc(Br)cn3)o2)sc2c1CCCCC2	5	6
108	S=c1[nH]nc(-c2ccco2)n1Cc1ccccc1	-1	6
109	COc1cccc(C(C(=O)NC2CCCCC2)N(C(=O)c2ccco2)c2ccc(-n3cnnn3)c(C)c2)c1 (stereo unspecified)	7	2
110	O=C1NN(c2ccc(F)c(Cl)c2)C(=O)/C1=C\c1cccc(OC(=O)c2cccs2)c1	-5	9
111	CCOC(=O)COc1ccc(S(=O)(=O)Nc2ccc(C)cc2)cc1	2	11
112	CCC(C)[C@H](NC(=O)NCc1ccc(Cl)cc1)C(=O)OC (stereo partly specified)	4	4
113	CC(NCc1ccc2c(c1)OCO2)C(=O)NC1CCCc2ccccc21 (stereo unspecified)	-6	-1
114	O=C(O)CN(c1ccccn1)S(=O)(=O)c1ccccc1	16	-8
115	CCOC(=O)CN1C(=O)c2ccccc2C1=O	2	9
116	Cc1cc(-c2ccccc2)n2nc(C)c(C#N)c2n1	-4	5
117	CC(C)Oc1cccc(C(=O)Nc2ccc(CN3CCOCC3)cc2)c1	7	2
118	COC(=O)C(O)(CC(=O)Nc1ccc(Cl)cc1F)C(F)(F)F (stereo unspecified)	0	1
119	COCCn1nnnc1SCC(=O)c1ccccc1	0	21
120	COc1ccccc1C(=O)Nc1ccccc1N1CCOCC1	-3	0

7 compounds drawn at random from the list so far:
no.	molecule	FXIa single inh	FXIIa single
114	O=C(O)CN(c1ccccn1)S(=O)(=O)c1ccccc1	16	-8
107	N#Cc1c(NC(=O)c2ccc(Cn3cc(Br)cn3)o2)sc2c1CCCCC2	5	6
111	CCOC(=O)COc1ccc(S(=O)(=O)Nc2ccc(C)cc2)cc1	2	11
119	COCCn1nnnc1SCC(=O)c1ccccc1	0	21
112	CCC(C)[C@H](NC(=O)NCc1ccc(Cl)cc1)C(=O)OC (stereo partly specified)	4	4
104	CC(C)N(C(=O)CSc1nnc(Cn2nnc3ccccc32)n1C)C(C)C	2	0
109	COc1cccc(C(C(=O)NC2CCCCC2)N(C(=O)c2ccco2)c2ccc(-n3cnnn3)c(C)c2)c1 (stereo unspecified)	7	2

The listing continues:
no.	molecule	FXIa single inh	FXIIa single
121	CCN(CC)c1ccc2cc(C(=O)O)c(=O)oc2c1	4	0
122	COc1ccc(SCC(=O)c2cc(C)c(OC(=S)N(C)C)c(C)c2)cc1	1	2
123	CCCN(CCC)C(C(=O)Nc1cccc(OC)c1)c1ccccc1 (stereo unspecified)	105*	-18
124	CCOc1ccccc1NC(=O)C1CC(=O)n2ncnc2N1 (stereo unspecified)	-2	8
